Scp1 inh: inhibitors of human Scp-1 phosphatase. inhibition, % at 20 µM. Recombinant Scp1, phosphopeptide, malachite green phosphate absorbance. Q9GZU7. AID 493091. hit rate 0.88% among 340,000;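 active = inhibition above about 50% at 20 µM, limit read from the data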;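 note: plate controls were DMSO wells with enzyme for no effect and wells lacking enzyme for full effect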
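Times: enzyme reaction 45 min at room temperature, colour 5 min, stabilisation 30 min. Material: SCP-1 catalytic fragment, aa 76-261. Medium: Acidic Tris acetate buffer with magnesium and detergent. Signal: colorimetric free-phosphate detection, absorbance 630 nm. Read-out basis: % inhibition of SCP-1 phosphate liberation. Reagent: Phosphorylated 17-residue peptide substrate.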
NadD block: blocks S. aureus nicotinate mononucleotide adenylyltransferase; inhibition, % at 20 µM; purified NadD enzyme, colorimetric absorbance read-out; hit rate 0.78% among 360,000; in the data active = inhibition above about 26%; note: some compounds past the cut are filed as inactive
SKN-1 block: blocks SKN-1 activity in C. elegans. C. elegans VP596 Pgst-4::GFP/RFP ratio, acrylamide-induced, 24 h. inhibition, % at 21.8 µM. hit rate 0.49% among 360,000. AID 624304;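 active = interference check ratio from 0.5 to 1.5 plus GFP to RFP signal ratio inhibition reaching or exceeding a fixed threshold, cut at about 30% in these data, passing the limit was not always enough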; note: some compounds called inactive have numbers as strong as hits
STEP block: blocks human striatal-enriched tyrosine phosphatase; hit rate 0.25% among 360,000; AID 588621; recombinant STEP, OMFP fluorogenic substrate, fluorescence; P54829; inhibition, % at 20 µM;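 active = inhibition at 20 µM, scaled per plate between control wells, above about 37%, limit read from the data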;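 note: 0% = DMSO with enzyme and substrate and 100% = substrate only without enzyme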
Target sequence (P54829 whole entry, looked up): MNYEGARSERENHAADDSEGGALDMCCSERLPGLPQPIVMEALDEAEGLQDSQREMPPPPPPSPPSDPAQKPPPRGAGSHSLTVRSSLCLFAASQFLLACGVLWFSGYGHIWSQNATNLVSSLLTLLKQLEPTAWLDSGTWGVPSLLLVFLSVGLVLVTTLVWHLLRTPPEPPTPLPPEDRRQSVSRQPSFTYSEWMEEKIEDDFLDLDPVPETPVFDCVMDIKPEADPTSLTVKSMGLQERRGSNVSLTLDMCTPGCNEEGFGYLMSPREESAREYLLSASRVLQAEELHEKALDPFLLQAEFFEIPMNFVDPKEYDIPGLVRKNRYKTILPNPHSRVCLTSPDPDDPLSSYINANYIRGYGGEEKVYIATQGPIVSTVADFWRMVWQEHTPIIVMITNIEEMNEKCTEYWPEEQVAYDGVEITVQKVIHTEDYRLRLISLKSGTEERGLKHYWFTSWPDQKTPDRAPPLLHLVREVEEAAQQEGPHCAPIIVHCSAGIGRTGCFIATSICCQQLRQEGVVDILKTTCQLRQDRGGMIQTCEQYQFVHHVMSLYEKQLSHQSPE
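Assay system: isolated STEP enzyme / Timing: 20 min at room temperature, dark / Doses: 20 µM, 1% DMSO / Technique: fluorescence intensity, excitation 480 nm, emission 540 nm / Reagent: fluorogenic phosphatase substrate OMFP at 25 µM final / Measure: percent inhibition scaled to no-enzyme and uninhibited-enzyme controls, plate-pattern corrected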
Rpn11 inh: Rpn11 (human) deubiquitinase inhibition. hit rate 0.59% among 360,000. O00487. calls only at 20 µM. human 26S proteasome, Ub4-pepOG fluorescence polarization; 20S core pre-blocked with epoxomicin;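 active = inhibition at 20 µM, scaled to each plate's controls, above about 33%, limit read from the data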
Target sequence (O00487 whole entry, looked up): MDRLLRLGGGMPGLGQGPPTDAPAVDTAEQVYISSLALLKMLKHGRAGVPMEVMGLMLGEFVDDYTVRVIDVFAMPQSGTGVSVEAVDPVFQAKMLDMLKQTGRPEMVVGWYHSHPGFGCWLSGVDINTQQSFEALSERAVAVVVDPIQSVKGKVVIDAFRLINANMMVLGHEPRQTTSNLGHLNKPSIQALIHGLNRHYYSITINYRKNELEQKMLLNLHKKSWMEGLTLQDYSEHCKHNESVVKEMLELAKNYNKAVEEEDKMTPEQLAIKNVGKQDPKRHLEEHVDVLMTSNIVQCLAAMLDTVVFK
LMPTP block: LMPTP (human) inhibition. recombinant LMPTP-A, OMFP fluorogenic substrate, fluorescence intensity. inhibition, % at 20 µM. hit rate 0.22% among 360,000. AID 651560;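 active = compounds that cut the enzyme signal by at least half of the control window in the single-dose screen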;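 note: plate controls were DMSO wells with enzyme plus substrate for no effect and substrate without enzyme for full effect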
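Assay system: LMPTP-A phosphatase enzyme | Input: 0.625 nM enzyme | Also added: Fluorogenic phosphatase substrate OMFP at 400 µM final | Compound dosing: One test concentration per compound, 20 µM, with 3% DMSO overall | Schedule: 50 min enzyme reaction at room temperature, protected from light | Signal: Fluorescence intensity | Benchmarks: no-enzyme and uninhibited controls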
CendR NRP1 mod: modulators of CendR peptide binding to human neuropilin-1; hit rate 0.85% among 360,000; FAM-RPARPAR peptide binding to NRP-1, fluorescence polarization; inhibition, % at 25 µM; O14786;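 active = inhibition or corrected inhibition above about 18%, plus a signal ratio from 0.5 to 1.5, limit read from the data, passing the limit was not always enough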; note: strong numbers were not always called active
SUMO1-SIM PPI: alters human SUMO1 binding to SIM partners; P63165; SUMO1 binding to a labelled peptide, TR-FRET, 1 h; inhibition, % at 20 µM; AID 602429; hit rate 0.33% among 360,000; in the data active = inhibition above about 37%
Target sequence (P63165 whole entry, looked up): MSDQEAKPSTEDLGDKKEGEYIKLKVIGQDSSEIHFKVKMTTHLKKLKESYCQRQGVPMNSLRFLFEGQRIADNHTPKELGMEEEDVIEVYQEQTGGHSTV
DNMT1 block: DNMT1 (human) enzyme inhibition; P26358; inhibition (reported as % activation of signal), % at 10 µM; AID 588458; hit rate 0.83% among 360,000; DNMT1 molecular beacon, Hinp1I cleavage, fluorescence; in the data active = inhibition above about 50%
MT1-MMP act inh: MT1-MMP (human) activation inhibition. HT1080 RFP-PRO-GFP cells, GFP/RFP ratio fluorescence, overnight; percent of plate control window, DMSO zero. AID 651647. GFP/RFP ratio change, % at 20 µM. hit rate 0.061% among 360,000;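 active = GFP/RFP ratio change of at least 30% with cell ATP level not reduced by more than half and red fluorescence within 50% of control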; note: strong numbers were not always called active
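Material – HT1080 RFP-PRO-GFP cells · Control set – DMSO wells and RFP-L50D-GFP cells · Incubation – overnight cell settling, then overnight compound exposure, 37 °C, 5% CO2 · Compound dosing – single-point 20 µM compound, 1% DMSO · Read-out – GFP/RFP fluorescence ratio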
Numbers without * were called inactive; i = inactive; / = not tested or not shown.

SMILES	Scp1 inh	NadD block	SKN-1 block	STEP block	Rpn11 inh	LMPTP block	CendR NRP1 mod	SUMO1-SIM PPI	DNMT1 block	MT1-MMP act inh
CCCCNCCCOc1cccc(Cl)c1	-2	0	6	0	i	-1.5	7	0	2	2
O=C(CSCSCC(=O)NCC1CCCO1)NCC1CCCO1 (stereo not drawn)	-7	1	18	0	i	-2.6	-4	2	6	3
CC(C)CC(NC(=O)C1CCC(C)CC1)C(=O)NCc1ccco1 (stereo not drawn)	-4	-10	-8	0	i	-0.8	-10	-1	2	-3
Cc1cc(NC(=O)CSc2nnc(-c3ccccc3F)n2N)no1	11	-2	2	-2	i	-0.1	6	6	12	-1
O=C(C1CC(c2ccc(F)cc2)=NO1)N1CCCc2ccccc21 (stereo not drawn)	-8	-1	-18	4	i	0.0	4	0	2	-1
CC(=O)c1nnn(-c2ccc(Cl)cc2C#N)c1C	-7	1	9	-4	i	-2.7	4	0	4	-2
COc1cc(Br)c(C(C)NC(=O)c2ccccc2)cc1OC (stereo not drawn)	-8	-2	5	2	i	-1.7	-3	3	2	-9
COc1ccc2c(-c3ccc(SC)cc3)c(-c3ccc(S(C)(=O)=O)cc3)sc2c1	-6	9	-1	0	i	-0.1	14	27	4	-2
COCCN(CC(=O)NC1CCCCC1)C(=O)c1csnn1	0	0	19	-2	i	-1.8	16	0	8	-3
O=C(NC1CCN(Cc2ccccc2)CC1)c1ccc(Cn2c(=S)[nH]c3ccc(N4CCOCC4)cc3c2=O)cc1	-9	21	16	8	i	48	-4	-10	-4	7
COCCn1c(-c2ccsc2)nc2c1c(=O)[nH]c(=O)n2CC(C)C	16	-7	6	-3	i	-2.3	2	0	0	-1
CC1CCCCC1NC(=O)COC(=O)COc1ccc(Cl)cc1 (stereo not drawn)	1	-5	-12	-5	i	-2.3	2	2	3	/
COc1ccc(CCNC(=O)CNC(=O)c2nn(-c3ccc(OC)c(OC)c3)c(=O)c3ccccc23)cc1OC	-7	-3	10	-3	i	-0.2	9	-10	-1	3
Cc1ccc(S(=O)(=O)NCCNC(=O)CN2CCOCC2)cc1	4	1	-8	-2	i	-0.4	1	-3	2	-2
CCCc1cc(=O)n2[nH]c(C)nc2n1	-4	0	-1	3	i	-1.4	-3	-1	3	0
COCCCn1c2nc3ccccc3nc2c2c(=O)n(-c3ccccc3OC)cnc21	5	1	-23	-1	i	0.3	3	-23	5	-4
Oc1ccc(C23CC4CC(CC(C4)C2)C3)cc1O	-14	35*	9	14	i	1.7	3	1	-14	7
CCCCc1n(CC(=O)c2ccc(Cl)cc2)c2ccccc2[n+]1C	-1	3	4	-2	i	0.6	-10	4	10	-6
COC(=O)c1c(-c2ccc(OC)cc2)sc2cc3c(cc12)OCO3	47	-8	-9	-1	i	1.8	19	-5	0	-1
C[C@@H]1CN([C@@H](C)CO)C(=O)Cc2cc(NC(=O)Nc3ccc(C(F)(F)F)cc3)ccc2O[C@@H]1CN(C)S(=O)(=O)c1ccc(Cl)cc1	-14	16	-2	-6	i	3.0	-1	4	-44	8

Some values from above:
COCCCn1c2nc3ccccc3nc2c2c(=O)n(-c3ccccc3OC)cnc21 in Scp1 inh = 5
CC1CCCCC1NC(=O)COC(=O)COc1ccc(Cl)cc1 (stereo not drawn) in NadD block = -5
COc1cc(Br)c(C(C)NC(=O)c2ccccc2)cc1OC (stereo not drawn) in Scp1 inh = -8

New compounds follow.
SMILES	Scp1 inh	NadD block	SKN-1 block	STEP block	Rpn11 inh	LMPTP block	CendR NRP1 mod	SUMO1-SIM PPI	DNMT1 block	MT1-MMP act inh
CCN(CC)S(=O)(=O)c1ccc(NC(=O)c2ccccc2N(C)S(C)(=O)=O)cc1	-7	2	15	2	i	-0.1	-6	0	-5	2
Cc1csc(N/N=C/c2c(F)cccc2Cl)n1	-9	-1	16	-2	i	-0.4	-5	-3	-6	0
CCNc1nc(NCC)nc(OCCNS(=O)(=O)c2cc(C)ccc2C)n1	-4	5	6	-3	i	-0.7	-4	-2	4	-1
O=C(CN1C(=O)CCSc2ccccc21)Nc1ccccc1	-5	7	-11	0	i	0.3	-14	1	1	-1
N/C(=N\O)c1ccccc1-n1cccc1	-12	-5	2	0	i	0.6	-8	0	3	2
CC(=O)Nc1ccc2c(c1Br)Cc1ccccc1-2	-5	-11	44*	-4	i	2.5	7	0	-9	3
CN1CCN(c2ccc(S(=O)(=O)N3CCCCC3)cn2)CC1	-9	-6	-4	1	i	-1.0	-11	2	0	4
Cc1ccc(-c2nn(-c3ccccc3)cc2C(=O)NN2CCN(C)CC2)cc1	-1	0	-8	-3	i	-8.1	-4	-2	-6	-1
COc1ccc(CN2CC(=O)N3[C@H]4c5cc(C)ccc5OC[C@@H]4[C@H](c4ccccc4)[C@]3(C)C2=O)cc1	-9	-3	8	1	i	2.3	5	2	-3	-29
COc1cc(OC)c(C(=O)Nc2cccc3ccccc23)cc1OC	-9	-8	5	3	i	1.8	2	1	-1	-2
CC1CCC(NC(=O)CCCn2sc3ccccc3c2=O)CC1 (stereo not drawn)	-11	-5	18	-2	i	0.5	0	0	-3	1
COc1cccc(Oc2cn[nH]c2-c2ccc(O)cc2O)c1	-15	-3	-6	-2	i	0.8	3	2	-17	4
CCN(C[C@H]1N[C@@](C)(C(=O)OC)[C@H]2C(=O)N(C)C(=O)[C@@H]12)S(=O)(=O)c1ccc(F)cc1	-2	-1	7	3	i	-1.6	-8	0	3	0
CCCCn1c(SCC(=O)N2CC(=O)Nc3ccccc32)nnc1-c1ccoc1C	-2	-4	-11	-2	i	-0.5	3	7	1	0
COc1ccc(C(C)(O)c2nc(-c3ccccc3)cs2)cc1 (stereo not drawn)	/	0	13	-2	i	0.0	-3	-2	-3	-8
Cc1ccc(S(=O)(=O)NC(=O)c2ccccc2C)cc1	4	1	-2	1	i	-2.2	16	-3	0	-1
Cc1coc2c(C)c3oc(=O)c(CCC(=O)N[C@@H](C)C(=O)N[C@@H](Cc4ccccc4)C(=O)O)c(C)c3cc12	104*	3	9	44*	i	23	-33	-2	19	8
COc1ccc(C(CNC(=O)CSc2ccccc2C)N(C)C)cc1 (stereo not drawn)	2	2	10	-1	i	-1.1	-4	3	-5	-4
c1ccc2c(Nc3nc4c(s3)CCCC4)cccc2c1	0	15	45*	-1	i	1.0	-1	-3	-10	4
Cc1cc(C)n2c(Nc3ccc4c(c3)OCCO4)c(-c3ccc(F)cc3)nc2n1	/	14	10	/	/	3.7	-19	0	/	5

One compound at a time, from the list above:
Entry for `CN1CCN(c2ccc(S(=O)(=O)N3CCCCC3)cn2)CC1` : Scp1 inh: -9; NadD block: -6; SKN-1 block: -4; STEP block: 1; Rpn11 inh: i; LMPTP block: -1.0; CendR NRP1 mod: -11; SUMO1-SIM PPI: 2; DNMT1 block: 0; MT1-MMP act inh: 4
Entry for `CCCCn1c(SCC(=O)N2CC(=O)Nc3ccccc32)nnc1-c1ccoc1C` : Scp1 inh: -2; NadD block: -4; SKN-1 block: -11; STEP block: -2; Rpn11 inh: i; LMPTP block: -0.5; CendR NRP1 mod: 3; SUMO1-SIM PPI: 7; DNMT1 block: 1; MT1-MMP act inh: 0

(next part)
SMILES	Scp1 inh	NadD block	SKN-1 block	STEP block	Rpn11 inh	LMPTP block	CendR NRP1 mod	SUMO1-SIM PPI	DNMT1 block	MT1-MMP act inh
CCOC(=O)C1CCCN(c2c(NCCCN3CCCC(C)C3)c(=O)c2=O)C1 (stereo not drawn)	3	2	6	-4	i	-2.9	-7	-3	-3	11
COc1ccc(CC(=O)NNC(=O)c2cc(C)[nH]n2)cc1	3	0	-18	0	i	-0.6	3	3	5	-4
CC(=O)c1ccc(Oc2cc(C(F)(F)F)cnc2C(N)=O)cc1	5	3	3	0	i	-0.8	-2	-3	-5	0
Cc1cccc(NC(=O)Cn2c(=O)n(CC3CCCO3)c(=O)c3ccccc32)c1 (stereo not drawn)	-1	0	4	-3	i	-0.9	-4	-2	-2	-3
Fc1cccc(-c2cc3nc4c(c(N5CCOCC5)n3n2)CCCC4)c1	-1	1	15	-1	i	2.0	4	0	0	-6
Cc1ccc(NC(=S)N(CCN2CCCCC2)Cc2ccco2)cc1C	11	-7	-3	-2	i	0.1	-10	4	-1	1
CCOc1ccc(-c2nc(CCl)cs2)cc1	2	-1	17	-2	i	-2.6	-9	-5	4	-2
COc1ccccc1P(=O)(Cc1ccccc1)c1ccccc1 (stereo not drawn)	-9	-5	16	-1	i	-0.4	2	0	-2	-2
CN1CCN(NC(=S)Nc2ccccc2)CC1	3	0	9	6	i	6.0	0	1	4	-4
CC(C)C1=C2CCCCC2NC(=O)N1 (stereo not drawn)	0	-1	2	-3	i	-0.9	28*	-3	-3	-23
COc1ccc(C)cc1N(CC(=O)Nc1ccc(S(=O)(=O)N2CCOCC2)cc1)S(C)(=O)=O	-2	1	-3	-2	i	-0.3	11	0	1	0
CCn1c(C)cc(C(=O)CSc2nnc(C3CC3)n2C2CC2)c1C	/	-2	20	-4	i	0.7	5	-3	-1	0
CCCCCNC(=O)C(c1ccc(OC)cc1)n1c(=O)c(-c2ccco2)nc2ccccc21 (stereo not drawn)	/	/	5	/	/	2.0	-13	-5	/	-19
CCc1ccc(OCC2c3cc(OC)c(OC)cc3CCN2C(C)=O)cc1 (stereo not drawn)	-14	-4	4	1	i	0.4	12	3	-2	2
CC1=C(C(=O)OC(C)C)C(C)C(C(=O)OC(C)C)=C(C)N1	-6	-11	18	19	i	1.5	11	0	4	-2
Cc1ccc2nc(N3CCC(C(=O)NC4CCCCC4)CC3)sc2c1	-4	-6	6	0	i	1.4	1	-2	3	1
COc1ccc2c(c1)CC[C@@H]1[C@@H]2CC[C@]2(C)C(=O)CC[C@@H]12	-6	-4	5	-2	i	0.1	-2	1	6	2
CC(C)Oc1ccc(C2NC(=O)NC2=O)cc1 (stereo not drawn)	-1	-7	-8	-2	i	-2.5	4	-2	0	2
Cc1ccc(N2CC(NS(=O)(=O)c3cccnc3)CC2=O)cc1C (stereo not drawn)	-1	4	9	-6	i	-0.2	17	-1	1	-1
CCOC(=O)N1CCN(C(=O)COc2cccc3c2CCN(Cc2ccc(F)cc2)C3=O)CC1	-3	-3	4	-4	i	-2.4	2	2	-3	-4
Cc1ccc(S(=O)(=O)N2CCOCC2)cc1NC(=O)COC(=O)CNC(=O)c1ccccc1	-11	-3	7	1	i	-1.9	-9	-3	6	-1
CC(C)CN(CC(C)C)C(=O)CN1C(=O)NC2(CCc3ccccc3C2)C1=O (stereo not drawn)	5	-4	20	-2	i	-1.7	11	-1	-1	-6

Compound activity deposited in PubChem by Sanford-Burnham Center for Chemical Genomics.
